UGM FP inh: M. tuberculosis UGM enzyme inhibitors, primary screen, biochemical, fluorescence polarization, single point; UDP-galactopyranose mutase (Mycobacterium tuberculosis (strain ATCC 25618 / H37Rv)), …; purified UGM, fluorescence polarization probe displacement; inhibition, % at 10 µM; hit rate 0.06% among 320,000; AID 504406, 2011; in the data active = inhibition above about 10%, passing the limit was not always enough; inconclusive = no clear call, values can overlap the other calls
Mtb BioA inh: M. tuberculosis BioA enzyme inhibitors, primary screen, biochemical, plate reader, single point, HTS; purified M. tuberculosis BioA enzyme; hit rate 0.096% among 360,000; 7,8-diaminopelargonic acid synthase BioA (Mycobacterium tuberculosis); inhibition, % at 9.99 µM; in the data active = inhibition above about 40%; inconclusive = no clear call, values can overlap the other calls
BoNT-F LC inh: BoNT/F light chain protease inhibitors, primary screen, biochemical, flow cytometry, MLPCN library; hit rate 0.22% among 360,000; AID 588497, 2011; Multiplex microsphere protease cleavage assay; inhibition, % at 10 µM; Botulinum neurotoxin type F light chain protease (Clostridium botulinum); in the data active = inhibition above about 35%, passing the limit was not always enough; inconclusive = no clear call, values can overlap the other calls; also: plate controls were buffer without enzyme for full effect and enzyme alone for no effect
Anthrax LF prot: Bacillus anthracis LF protease inhibitors, primary screen, biochemical, multiplex microsphere, MLPCN library | Lethal factor (Bacillus anthracis), P15917 | multiplex microsphere protease cleavage assay | inhibition, % at 10 µM | hit rate 0.12% among 360,000; also: plate controls were buffer without enzyme for full effect and enzyme alone for no effect
Target sequence (P15917 whole entry, looked up): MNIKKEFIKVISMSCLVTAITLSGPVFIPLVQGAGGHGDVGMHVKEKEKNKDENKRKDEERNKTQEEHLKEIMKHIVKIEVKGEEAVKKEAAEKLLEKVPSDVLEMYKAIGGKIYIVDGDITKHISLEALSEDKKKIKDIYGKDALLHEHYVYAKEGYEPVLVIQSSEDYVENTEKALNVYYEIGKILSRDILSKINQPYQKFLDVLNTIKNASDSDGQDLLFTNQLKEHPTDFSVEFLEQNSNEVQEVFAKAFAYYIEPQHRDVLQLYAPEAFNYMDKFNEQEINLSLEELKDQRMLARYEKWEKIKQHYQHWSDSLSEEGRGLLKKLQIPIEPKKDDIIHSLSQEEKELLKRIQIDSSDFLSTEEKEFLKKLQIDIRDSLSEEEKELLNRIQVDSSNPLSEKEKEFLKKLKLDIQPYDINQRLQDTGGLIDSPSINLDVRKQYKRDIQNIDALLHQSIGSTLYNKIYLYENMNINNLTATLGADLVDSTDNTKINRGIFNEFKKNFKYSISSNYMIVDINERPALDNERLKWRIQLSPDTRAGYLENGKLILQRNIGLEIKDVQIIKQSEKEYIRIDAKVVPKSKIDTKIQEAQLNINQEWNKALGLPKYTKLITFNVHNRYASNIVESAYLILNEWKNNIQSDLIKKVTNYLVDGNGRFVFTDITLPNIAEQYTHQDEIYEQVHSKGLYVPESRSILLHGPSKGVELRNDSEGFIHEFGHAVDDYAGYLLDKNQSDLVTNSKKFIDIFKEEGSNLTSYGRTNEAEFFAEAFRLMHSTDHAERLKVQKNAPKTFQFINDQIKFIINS
BoNT A protease: BoNT/A light chain protease inhibitors, primary screen, biochemical, flow cytometry, MLPCN library. AID 588499, 2011. Botulinum neurotoxin type A light chain protease (Clostridium botulinum A str. ATCC 3502). hit rate 0.17% among 360,000. multiplex microsphere protease substrate cleavage. inhibition, % at 10 µM; also: plate controls were buffer without enzyme for full effect and enzyme alone for no effect
PfHsp40 rescue: rescue of yeast from PfHsp40 toxicity, primary screen, S. cerevisiae, ATP luminescence; growth rescue, % at 12.5 µM; S. cerevisiae expressing PfHsp40, growth rescue; hit rate 0.68% among 340,000; in the data active = growth rescue above about 28%, passing the limit was not always enough; inconclusive = no clear call, values can overlap the other calls;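 also: yeast W303a lacking pdr1 and pdr3 grown in galactose medium; growth measured after three days at 30 °C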
FadD28 binding: inhibitors of FadD28 bisubstrate probe binding, primary screen, biochemical, fluorescence polarization, single point; Mycobacterium tuberculosis FadD28 fatty-acid-AMP ligase; inhibition, % at 12.5 µM; hit rate 0.22% among 360,000; AID 588549, 2011; in the data active = inhibition above about 8.5%, passing the limit was not always enough; inconclusive = no clear call, values can overlap the other calls
GDH-TPI counter: GDH-TPI coupling enzyme inhibitors, primary screen, artefact control for M. tuberculosis FBA inhibitor project, biochemical, absorbance, full deck; GDH-TPI coupled enzyme counterscreen, NADH absorbance; inhibition, % at 4.8 µM; hit rate 1.2% among 360,000; AID 588335, 2011; in the data active = inhibition above about 30%;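 also: 0% = DMSO wells and 100% = wells lacking the enzyme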
FBA Mtb inh: Mtb FBA enzyme inhibitors, primary screen, biochemical, fluorescence, strain H37Rv. Fructose-bisphosphate aldolase (Mycobacterium tuberculosis (strain ATCC 25618 / H37Rv)), …. purified M. tuberculosis FBA, fluorescence read-out. inhibition, % at 1 µM. hit rate 2.3% among 360,000. AID 588726, 2011; in the data active = inhibition above about 27%;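 also: 0% = vehicle and 100% = reference inhibitor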
The depositor's hits bear a star. Rule as the data show it, unless noted: active = inhibition above about 30%; inconclusive = no clear call, values can overlap the other calls; inactive = below that.

Results for C=C1c2cc(C)ccc2NC(=O)N1c1ccc(C)cc1 ?
UGM FP inh: 9.6; Mtb BioA inh: 0.3; BoNT-F LC inh: -15; Anthrax LF prot: 0; BoNT A protease: 0.9; PfHsp40 rescue: 1.1; FadD28 binding: -3.3; GDH-TPI counter: 7; FBA Mtb inh: 7

How did CCSc1nnc([C@H](C)NC(=O)OC(C)(C)C)o1 do in these assays?
UGM FP inh: 3.3; Mtb BioA inh: -4.0; BoNT-F LC inh: inconclusive; Anthrax LF prot: -18; BoNT A protease: inconclusive; PfHsp40 rescue: -0.9; FadD28 binding: 0.5; GDH-TPI counter: 8; FBA Mtb inh: -1

What do the screens show for `O=C(CN1CCN(C(=O)C2COc3ccccc3O2)CC1)Nc1ccccc1` (configuration not stated)?
UGM FP inh: -0.3; BoNT-F LC inh: 8; Anthrax LF prot: -3; BoNT A protease: 0.3; PfHsp40 rescue: -0.3; FadD28 binding: -3.3; GDH-TPI counter: -2; FBA Mtb inh: 3

What do the screens show for `Cc1ccccc1CN1CCN(C(=O)c2ccco2)CC1`?
UGM FP inh: -2.7; Mtb BioA inh: 1.1; BoNT-F LC inh: 0; Anthrax LF prot: -6; BoNT A protease: -0.7; PfHsp40 rescue: -1.6; FadD28 binding: -2.3; GDH-TPI counter: -4; FBA Mtb inh: 5

Results for COc1ccc(Cl)cc1NC(=S)NCCc1c[nH]c2ccccc12 ?
UGM FP inh: 1.0; Mtb BioA inh: -0.5; BoNT-F LC inh: -10; Anthrax LF prot: -6; BoNT A protease: -2.0; PfHsp40 rescue: -0.3; FadD28 binding: 2.0; GDH-TPI counter: 2; FBA Mtb inh: 2

How did COc1ccc(/C=N/NC(=O)c2ccco2)cc1Cn1nc(C)c([N+](=O)[O-])c1C do in these assays?
UGM FP inh: 1.3; BoNT-F LC inh: -5; Anthrax LF prot: -2; BoNT A protease: -0.6; PfHsp40 rescue: -0.4; FadD28 binding: 0.0; GDH-TPI counter: 20; FBA Mtb inh: 1

How did Cc1ccc(N(CC(=O)N2CCCCC2)S(=O)(=O)c2ccc(C)cc2)cc1 do in these assays?
UGM FP inh: -1.5; BoNT-F LC inh: 4; Anthrax LF prot: 10; BoNT A protease: -0.6; PfHsp40 rescue: 0.1; FadD28 binding: -4.3; GDH-TPI counter: -2; FBA Mtb inh: -5

How did CCCCCC1C/C(=N\O)C=C(C)C1C(=O)OC (configuration not stated) do in these assays?
UGM FP inh: 3.8; Mtb BioA inh: 2.8; BoNT-F LC inh: -69; Anthrax LF prot: -11; BoNT A protease: -5.5; PfHsp40 rescue: -0.4; FadD28 binding: -3.8; GDH-TPI counter: -5; FBA Mtb inh: 2

Results for CC(=O)c1cccc(NC(=S)NC(=O)Cc2ccccc2)c1 ?
UGM FP inh: 1.3; Mtb BioA inh: 2.8; BoNT-F LC inh: 1; Anthrax LF prot: -1; BoNT A protease: -0.6; PfHsp40 rescue: -0.5; FadD28 binding: 0.4; GDH-TPI counter: 5; FBA Mtb inh: -1

Results for COc1cccc(/C=C/C(=O)OCC(=O)Nc2ccc3[nH]c(=O)[nH]c3c2)c1OC ?
UGM FP inh: -0.4; Mtb BioA inh: 0.0; BoNT-F LC inh: 4; Anthrax LF prot: -2; BoNT A protease: -3.1; PfHsp40 rescue: 0.6; FadD28 binding: -2.3; GDH-TPI counter: -2; FBA Mtb inh: -3

Results for CCOc1cccc(C(=O)N/N=C/c2coc3ccccc3c2=O)c1 ?
UGM FP inh: -2.6; Mtb BioA inh: -0.8; BoNT-F LC inh: 4; Anthrax LF prot: -3; BoNT A protease: 0.0; PfHsp40 rescue: 0.6; FadD28 binding: -4.0; GDH-TPI counter: 0; FBA Mtb inh: 0

Results for Cc1nn(CC(=O)NCCCN2CCC(N3CCCCC3)CC2)c(=O)c2cc(-c3ccccc3)nn12 ?
UGM FP inh: -3.0; Mtb BioA inh: -5.7; BoNT-F LC inh: 5; Anthrax LF prot: -2; BoNT A protease: 0.5; PfHsp40 rescue: -1.1; FadD28 binding: -1.1; GDH-TPI counter: 11; FBA Mtb inh: 1

Results for COC(=O)C(NS(C)(=O)=O)(c1c(C)[nH]c2ccccc12)C(F)(F)F (configuration not stated) ?
UGM FP inh: 1.0; Mtb BioA inh: 0.5; BoNT-F LC inh: -2; Anthrax LF prot: -2; BoNT A protease: -0.1; PfHsp40 rescue: 2.1; FadD28 binding: -2.2; GDH-TPI counter: 16; FBA Mtb inh: -5

What do the screens show for `CCc1nc2ccc(C(=O)NCCOc3ccc(OC)cc3)cn2c1N(CCN(C)C)CC1CC1`?
Mtb BioA inh: 0.8; BoNT-F LC inh: 0; Anthrax LF prot: -8; BoNT A protease: -1.1; FadD28 binding: -17; GDH-TPI counter: 0; FBA Mtb inh: 0

Results for Cn1c(=O)n(C)c2cc(NS(=O)(=O)c3cccs3)ccc21 ?
UGM FP inh: 1.7; Mtb BioA inh: -0.1; BoNT-F LC inh: 10; Anthrax LF prot: 0; BoNT A protease: 0.0; PfHsp40 rescue: 0.7; FadD28 binding: -2.6; GDH-TPI counter: -8; FBA Mtb inh: -3

Results for Cc1cccc(Oc2nc(CN3CCOCC3)nc3sc4c(c23)CCCC4)c1 ?
UGM FP inh: -1.9; BoNT-F LC inh: -28; Anthrax LF prot: 0; BoNT A protease: -1.5; PfHsp40 rescue: -0.1; FadD28 binding: -0.4; GDH-TPI counter: 6; FBA Mtb inh: -3

How did N#CC(C#N)=C1SC(=Nc2ccccc2)C(=Nc2ccccc2)N1c1ccccc1 do in these assays?
BoNT-F LC inh: -6; Anthrax LF prot: -7; BoNT A protease: 0.0; PfHsp40 rescue: -0.9; FadD28 binding: -4.5; GDH-TPI counter: 1; FBA Mtb inh: -2

How did CN(C(=O)c1coc(=O)c2ccccc12)c1ccc(Br)cc1 do in these assays?
UGM FP inh: 0.1; BoNT-F LC inh: -3; Anthrax LF prot: 2; BoNT A protease: 0.1; PfHsp40 rescue: 1.8; FadD28 binding: -3.1; GDH-TPI counter: 1; FBA Mtb inh: 0

How did CCCCC(=O)Nc1ncc([N+](=O)[O-])s1 do in these assays?
UGM FP inh: -0.7; BoNT-F LC inh: 1; Anthrax LF prot: -1; BoNT A protease: 0.0; PfHsp40 rescue: 1.1; FadD28 binding: 1.4; GDH-TPI counter: 2; FBA Mtb inh: -2

What do the screens show for `COC(=O)CCn1nnc(-c2ccc(C)cc2)n1`?
UGM FP inh: 0.8; Mtb BioA inh: -0.9; BoNT-F LC inh: 0; Anthrax LF prot: -2; BoNT A protease: 0.2; PfHsp40 rescue: -2.0; FadD28 binding: -1.3; GDH-TPI counter: 0; FBA Mtb inh: 0

Results for COC(=O)c1ccccc1S(=O)(=O)N1CCC(C(=O)OCc2ccc([N+](=O)[O-])cc2)CC1 ?
UGM FP inh: 1.8; Mtb BioA inh: 0.4; BoNT-F LC inh: 2; Anthrax LF prot: 3; BoNT A protease: 2.7; PfHsp40 rescue: 1.9; FadD28 binding: -4.6; GDH-TPI counter: 9; FBA Mtb inh: -1

How did Nc1ccc(Cc2ccccn2)cc1 do in these assays?
UGM FP inh: 0.5; BoNT-F LC inh: -3; Anthrax LF prot: -1; BoNT A protease: -0.7; PfHsp40 rescue: 0.4; FadD28 binding: -1.0; GDH-TPI counter: 5; FBA Mtb inh: 0

What do the screens show for `COc1cccc(CNCC(O)COc2ccc(C(=O)c3ccccc3)cc2)c1` (configuration not stated)?
UGM FP inh: 1.7; Mtb BioA inh: -0.7; BoNT-F LC inh: -8; Anthrax LF prot: -3; BoNT A protease: -2.5; PfHsp40 rescue: -0.4; FadD28 binding: -1.4; GDH-TPI counter: 2; FBA Mtb inh: 2

What do the screens show for `c1ccc2c3c([nH]c2c1)C1(CCCCC1)NCC3`?
UGM FP inh: 0.8; Mtb BioA inh: -0.8; BoNT-F LC inh: -13; Anthrax LF prot: 3; BoNT A protease: -0.9; PfHsp40 rescue: 2.1; FadD28 binding: -4.2; GDH-TPI counter: 1; FBA Mtb inh: -1

How did Nn1cnnc1N/N=C/c1cc([N+](=O)[O-])c(Cl)cc1Cl do in these assays?
UGM FP inh: 0.8; Mtb BioA inh: 0.4; BoNT-F LC inh: -3; Anthrax LF prot: 3; BoNT A protease: -0.1; PfHsp40 rescue: 0.1; FadD28 binding: 0.0; GDH-TPI counter: 19; FBA Mtb inh: -1

How did O=C(Cn1nc2ccccc2n1)N/N=C/c1cc(Cl)cc([N+](=O)[O-])c1O do in these assays?
BoNT-F LC inh: -7; Anthrax LF prot: -6; BoNT A protease: -2.1; PfHsp40 rescue: 0.4; FadD28 binding: -1.6; GDH-TPI counter: 7; FBA Mtb inh: -4

What do the screens show for `Cc1ccc(C(=O)OCC(=O)c2c[nH]c3ccccc23)cc1`?
UGM FP inh: -3.4; BoNT-F LC inh: -6; Anthrax LF prot: 1; BoNT A protease: 0.5; PfHsp40 rescue: 0.9; FadD28 binding: -2.2; GDH-TPI counter: 2; FBA Mtb inh: -3

What do the screens show for `Cc1ccc(S(=O)(=O)NNC(=O)c2ccncc2)cc1`?
UGM FP inh: -0.7; BoNT-F LC inh: -6; Anthrax LF prot: -2; BoNT A protease: 0.1; PfHsp40 rescue: -0.7; FadD28 binding: -0.9; GDH-TPI counter: 3; FBA Mtb inh: -2

How did O=C(CSc1ccccc1)Nc1ccccc1C(=O)N1CCCC1 do in these assays?
UGM FP inh: -1.5; Mtb BioA inh: -1.8; BoNT-F LC inh: -12; Anthrax LF prot: 0; BoNT A protease: -1.5; PfHsp40 rescue: 0.1; FadD28 binding: -0.4; GDH-TPI counter: 7; FBA Mtb inh: 0

Results for O=C(CC(NCCN1CCOCC1)C(=O)O)Nc1cccc(Cl)c1 (configuration not stated) ?
UGM FP inh: 1.7; Mtb BioA inh: -1.0; BoNT-F LC inh: -2; Anthrax LF prot: -10; BoNT A protease: -0.8; PfHsp40 rescue: 1.4; FadD28 binding: -1.3; GDH-TPI counter: 9; FBA Mtb inh: 6

How did Nc1cc(=O)c2[nH]cnc2[nH]1 do in these assays?
Mtb BioA inh: -2.5; BoNT-F LC inh: -1; Anthrax LF prot: -11; BoNT A protease: -0.3; FadD28 binding: 0.4; GDH-TPI counter: 5; FBA Mtb inh: -1

Results for CC(NC(=O)COC(=O)CCC(=O)c1ccc(F)cc1)c1ccccc1 (configuration not stated) ?
UGM FP inh: -3.4; Mtb BioA inh: 0.0; BoNT-F LC inh: -8; Anthrax LF prot: 1; BoNT A protease: -0.7; PfHsp40 rescue: -1.1; FadD28 binding: -1.4; GDH-TPI counter: 6; FBA Mtb inh: 4

2 records picked at random from the list so far:
Results for COc1cccc(/C=C/C(=O)OCC(=O)Nc2ccc3[nH]c(=O)[nH]c3c2)c1OC ?
UGM FP inh: -0.4; Mtb BioA inh: 0.0; BoNT-F LC inh: 4; Anthrax LF prot: -2; BoNT A protease: -3.1; PfHsp40 rescue: 0.6; FadD28 binding: -2.3; GDH-TPI counter: -2; FBA Mtb inh: -3

What do the screens show for `Cc1ccc(C(=O)OCC(=O)c2c[nH]c3ccccc23)cc1`?
UGM FP inh: -3.4; BoNT-F LC inh: -6; Anthrax LF prot: 1; BoNT A protease: 0.5; PfHsp40 rescue: 0.9; FadD28 binding: -2.2; GDH-TPI counter: 2; FBA Mtb inh: -3

Assay outcomes (PubChem BioAssay)
